# Compound activity deposited in PubChem by several laboratories.
# bIAP act = intestinal alkaline phosphatase (bovine) activation; purified bovine IAP, CDP-star luminescence, 30 min; stronger effect = higher value; fold of DMSO-control signal, blank-subtracted; activation factor at 20 µM; 200,000 compounds, 0.17% hits; AID 1016;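 active = activation factor of 2 or more at 20 µM, a signal rise over negative controls twice the positive control's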
# TNAP inh hiacc = inhibitors of human TNAP at high phosphate acceptor concentration. purified TNAP, CDP-star luminescence, 1 M DEA. 200,000 compounds, 0.03% hits. inhibition, % at 20 µM. AID 1135;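 active = over 50% inhibition of tissue-nonspecific alkaline phosphatase at 20 µM in the single-dose screen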;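 note: plate controls were DMSO wells for no effect and EDTA-quenched wells as full inhibition for full effect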
# Target sequence (P05186 whole entry, looked up): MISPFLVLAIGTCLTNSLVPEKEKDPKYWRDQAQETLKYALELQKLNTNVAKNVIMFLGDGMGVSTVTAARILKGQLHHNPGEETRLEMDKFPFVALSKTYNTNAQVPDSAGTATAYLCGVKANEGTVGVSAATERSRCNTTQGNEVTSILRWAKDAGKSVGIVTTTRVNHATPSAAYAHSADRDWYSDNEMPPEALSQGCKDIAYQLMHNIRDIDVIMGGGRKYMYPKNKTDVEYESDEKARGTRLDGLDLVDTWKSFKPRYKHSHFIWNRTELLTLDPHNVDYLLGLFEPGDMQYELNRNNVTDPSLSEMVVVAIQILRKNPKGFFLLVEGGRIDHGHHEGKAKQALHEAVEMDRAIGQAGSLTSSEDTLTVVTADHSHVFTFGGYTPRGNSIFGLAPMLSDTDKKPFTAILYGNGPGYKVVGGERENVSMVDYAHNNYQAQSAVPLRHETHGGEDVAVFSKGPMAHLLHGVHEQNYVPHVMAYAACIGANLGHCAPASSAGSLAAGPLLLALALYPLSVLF
# TNAP inh no acc = blocks human TNAP activity with no phosphate acceptor present; P05186; purified TNAP, CDP-star luminescence, 30 min; inhibition, % at 20 µM; 200,000 compounds, 0.26% hits; AID 1012;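 active = tissue-nonspecific alkaline phosphatase inhibition above about 50% at 20 µM in the single-dose screen, limit read from the data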;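 note: 0% = DMSO negative control and 100% = EDTA positive control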
# bIAP inh = blocks bovine intestinal alkaline phosphatase activity; purified bovine IAP, CDP-star luminescence, 30 min; inhibition, % at 20 µM; 190,000 tested, under 10 active; AID 1019;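 active = over 50% inhibition of intestinal alkaline phosphatase at 20 µM in the single-dose screen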
#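 System: Purified bovine intestinal alkaline phosphatase (IAP) enzyme | Input: IAP diluted 1/65,000,000 in the well | Also added: CDP-star chemiluminescent phosphatase substrate, 30 µM final | Dosing: 20 µM single dose | Times: Enzyme reaction for 30 min at room temperature | Detection: Luminescence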
# PMI act satM6P = activators of human phosphomannose isomerase at near-saturating mannose 6-phosphate; coupled PMI enzyme assay, resazurin fluorescence, 20 min; stronger effect = higher value; 1 = untreated enzyme, 0 = substrate-free blank; activation factor at 20 µM; P34949; 190,000 compounds, 0.34% hits;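 active = activation factor of 2 or more at 20 µM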
# Target sequence (P34949 whole entry, looked up): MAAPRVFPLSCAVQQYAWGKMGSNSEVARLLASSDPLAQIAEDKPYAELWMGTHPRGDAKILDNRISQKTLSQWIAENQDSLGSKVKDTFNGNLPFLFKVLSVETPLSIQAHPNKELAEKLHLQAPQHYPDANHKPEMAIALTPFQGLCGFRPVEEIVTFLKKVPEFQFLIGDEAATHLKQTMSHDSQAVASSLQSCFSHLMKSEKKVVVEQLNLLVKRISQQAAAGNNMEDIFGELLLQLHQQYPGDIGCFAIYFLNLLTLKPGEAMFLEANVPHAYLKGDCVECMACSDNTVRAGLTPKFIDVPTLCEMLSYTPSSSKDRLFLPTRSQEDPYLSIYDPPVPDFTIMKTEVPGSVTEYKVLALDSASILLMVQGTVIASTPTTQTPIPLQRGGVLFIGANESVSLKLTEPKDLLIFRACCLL
#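 Test system: Human PMI in coupled enzyme assay | Input: 15 ng/mL PMI | Medium: HEPES-buffered pH 7.4 with magnesium and detergent | Compound: One concentration, 20 µM, in 1% DMSO | Incubation: Enzyme reaction with compound 20 min at room temperature | Detection: Diaphorase-driven resazurin-to-resorufin fluorescence, excitation 544, emission 590 nm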
# Diaphorase inh = counter-screen for diaphorase-based assays: diaphorase inhibitors and chemical oxidizers | AID 1217 | inhibition, % at 20 µM | 190,000 compounds, 0.69% hits | diaphorase resazurin-to-resorufin fluorescence, NADH, 16 min; bacterial (C. kluyveri) enzyme, not human;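 active = primary screen inhibition at 20 µM above a set limit, cut at about 50% in these data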;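 note: plate controls were DMSO with full reaction for no effect and wells lacking NADH for full effect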
#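 Benchmarks: positive control wells lacking NADH, neutral wells with DMSO only. System: bacterial diaphorase enzyme (C. kluyveri). Input: 0.14 U/mL diaphorase, enzyme working solution. Detection: resorufin fluorescence, excitation 544 nm, emission 590 nm. Times: 16-min room-temperature incubation before reading.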
# TNAP act hi DEA = TNAP (human) activation, high acceptor; P05186; activation factor at 20 µM; AID 1136; purified TNAP, CDP-star luminescence, 1 M DEA, 30 min; stronger effect = higher value; 0 = EDTA background, 1 = DMSO-only activity; 200,000 tested, under 10 active;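 active = activation factor at least 2 at 20 µM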
#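 Assay system: human TNAP; Input: enzyme diluted 1/800 final; Reagent: CDP-star luminogenic substrate at 100 µM final; Timing: 30 min, room temperature; Signal: luminescence; Evaluation: TNAP activation factor scaled between EDTA and DMSO control wells.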
# Diaph act CS = counter-screen for diaphorase-based assays: diaphorase activators and chemical reducers; Diaphorase/resazurin coupled assay, resorufin fluorescence, 16 min; stronger effect = higher value; 1 = vehicle wells, 0 = NADH-free wells; activation factor at 20 µM; 190,000 compounds, 0.005% hits; AID 1229;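 active = diaphorase activity raised at least twofold by the compound at 20 µM; inactive = activation factor below 2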
#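 Test system: Clostridium kluyveri diaphorase, purified enzyme; input: enzyme 0.07 U/mL final; buffer or medium: 50 mM HEPES pH 7.4 with 4.542 mM MgCl2, 0.005% Tween 20; also added: 0.114 mM NADH and 0.1 mM resazurin, final amounts; schedule: 16 min enzyme reaction, ambient temperature; technique: fluorescence of resorufin, 544 nm excitation, 590 nm emission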
# PMI activator = activators of human phosphomannose isomerase; 190,000 compounds, 0.005% hits; purified human PMI, coupled resazurin fluorescence, 20 min; stronger effect = higher value; 1 = vehicle control, 0 substrate-free wells; activation factor at 20 µM; AID 1214; P34949;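 active = activation factor of 2 or more at 20 µM, relative to plate controls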
# Lmaj promast = inhibitors of Leishmania major promastigote growth; inhibition, % at 10 µM; 200,000 compounds, 9% hits; Leishmania major promastigotes, resazurin fluorescence viability; in the data active = inhibition above about 50%;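 note: promastigotes grown with compound for 44 hours at 28 °C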
# * marks the source's active call; other numbers are inactive results; x = no result given.
SMILES,bIAP act,TNAP inh hiacc,TNAP inh no acc,bIAP inh,PMI act satM6P,Diaphorase inh,TNAP act hi DEA,Diaph act CS,PMI activator,Lmaj promast
CCSc1nc(-c2ccccc2)c(C#N)c(=O)[nH]1,0.9,-2,-11,8,1,9,1,0.9,0.9,-9
Cc1cc(=O)oc2cc(OCC(=O)Nc3nnc(C(C)C)s3)ccc12,1,-5,-8,3,1,12,1.1,0.9,1,-5
CCCc1cc(C(=O)Nc2sc(C)c(C)c2C(=O)OCC)no1,0.9,-1,-8,14,1,11,1,0.9,0.9,-5
CCN(CC)S(=O)(=O)c1cccc(NC(=O)COC(=O)CCC(=O)c2cccs2)c1,1.2,-5,-1,-18,1.1,5,1,0.9,1.1,0
O=C(CSc1nnc2n(C3CCCCC3)c(=O)c3ccccc3n12)OC1CCCCC1,1,-2,-9,1,0.9,11,1,0.9,0.9,11
Cc1ccc(C(=O)COc2ccccc2-c2ccccc2)cc1,1.1,-1,2,-8,1,9,1,0.9,0.9,11
COc1ccccc1N1CCN(C(=O)c2cc3cc(Br)ccc3oc2=O)CC1,1,-1,-10,3,1,11,1,0.9,1,-6
O=c1oc2ccccc2n1CSc1nc2ccccc2s1,0.3,0,-6,x,0.9,13,1,0.9,0.9,8
CCN(CC(=O)NCc1ccc(F)cc1)C(=O)COc1ccc2ccccc2c1,0.7,0,-8,31,1,15,1,0.8,1,4
O=C(Cc1ccc(F)cc1)Nc1nnc(SCC(=O)NC2CCCC2)s1,1.1,-6,-66,-6,1,7,1.1,0.9,1,-5
CCOC(=O)C(C)n1nc(C)c2sc3ccccc3c2c1=O (centres undefined),0.9,2,-4,8,1.2,1,1,1,1.2,6
CCOc1ccc2nc(NCCNC(=O)C(C)C)c(C)cc2c1,1.2,-3,-5,-19,0.9,6,1,0.9,1,7
O=C(NNC(=S)Nc1ccc(Br)cc1Cl)c1ccncc1,0.7,3,-83,28,1,11,1,0.9,1,-8
CC(=O)Nc1ccc2nc(NC(=O)COc3cccc(C)c3)sc2c1,1,0,-7,-1,0.9,1,1,1,1,-4
COc1ccc(OC)c(-c2cc(C(=O)Nc3ccc(F)cc3F)no2)c1,1.1,-8,-2,-5,1.1,-24,1.1,1.2,1.2,1
COc1ccc(C=Nc2ccc3[nH]ncc3c2)c(O)c1,1,4,-15,-4,0.4,66*,1,0.3,0.5,-1
Cc1cc(C)c2c(C)nn(C3CCCCC3)c2n1,0.9,-2,-6,7,0.9,17,1,0.8,0.9,-2
c1ccc2[nH]c(NC3=NCCC3)nc2c1,1.1,1,-49,-14,0.9,0,1,1,0.9,30
C/C(=N/NC(=O)c1ccco1)c1cccc(NC(=O)c2ccc(C)o2)c1,1,0,-5,3,1,9,1,0.9,1,66*
Fc1ccc(Oc2nnnn2-c2ccccc2)cc1,1.2,-4,-9,-17,0.9,9,1,0.9,0.9,6
N/C(=N\OC(=O)COc1ccc(Cl)cc1Br)c1ccncc1,1,0,-7,3,0.9,3,1,1,0.9,-2
Cc1ccc(C(=O)/C=C/C(=O)O)cc1,0.9,1,-20,15,1.1,-4,1,1,1,-2
COC(=O)C1=C(C)N(c2cccc(C(C)=O)c2)C(=O)C1,0.9,2,-9,7,1.2,8,1,0.9,1.1,-1
Cc1ccc(SC(C)C(=O)NCc2cccnc2)cc1 (centres undefined),1,-4,-9,-1,1,8,1,0.9,1,-6
Cc1ccccc1Cn1nc(C)c(NC(=O)/C=C/c2cnn(C)c2C)c1C,0.9,-3,-6,12,1,10,1,0.9,1,-5
CCC1CCCCN1S(=O)(=O)c1ccc(NC(=O)c2cccs2)cc1 (centres undefined),0.9,-2,-6,10,0.9,18,1,0.8,0.9,11
C=CCC1c2cccc(C(=O)OC)c2C(=O)N1c1ccccc1 (centres undefined),1,0,-8,-1,1,-1,1,1,1,4
CCOC(=O)C(C(=O)Nc1cccc(C)c1)C1CCCCC1 (centres undefined),0.9,-3,-23,14,0.9,19,1,0.8,0.9,8
Cc1ccc(CNC(=O)c2csc3c2CCCCC3)cc1,1,-12,-8,4,1.1,0,1.1,1,1,-1
C/C(=N\NC(=O)C(=O)Nc1cc(Cl)ccc1Cl)c1ccncc1,0.6,-9,-118,42,1,9,1.1,0.9,1,48
O=C(O)c1ccc(CSc2nnc(COc3ccc(Cl)cc3Cl)o2)cc1,1,-6,-18,-2,1.1,5,1.1,0.9,1,-8
CC(C)(C)NC(=O)CN(C(=O)CS(=O)CC(=O)Nc1ccc(F)cc1)c1ccc2c(c1)OCCO2 (centres undefined),1.1,-1,-2,-5,0.9,4,1,1,1,-8
COc1ccccc1OP(=O)(O)Oc1ccccc1OC,1.1,-2,-12,-12,1.1,6,1,0.9,1.2,-5
COC(=O)c1cc(C)sc1NC(=O)C1CC=CCC1C(=O)O (centres undefined),0.9,-9,-13,6,1.1,-5,1.1,1,1,-1
Cc1c(C(=O)NCc2ccccc2Cl)oc2c1C(=O)CCC2,0.9,-2,-5,15,0.9,13,1,0.9,0.9,-4
Cc1cc(=O)[nH]c(SCC(=O)Nc2cc(S(=O)(=O)N(C)C)ccc2Cl)n1,0.9,-6,-6,6,1,5,1.1,0.9,1.1,-6
Cc1cc(C(=O)N2CCN(C/C=C/c3ccccc3)CC2)cs1,1,-5,-10,2,0.9,13,1.1,0.9,0.9,11
Cc1nc(NCc2ccco2)c2c(C)c(C)sc2n1,1,-7,-10,1,1.1,14,1.1,0.9,1,31
Cn1ccnc1SCC(=O)Nc1ccccc1,0.9,-5,-16,14,1.1,10,1,0.9,1,0
Cc1ccc(-c2nc(C)sc2CC(=O)NCc2ccco2)cc1,1.1,-7,-13,-6,1,19,1.1,0.8,1,3
CSc1nnc(-c2sc3cc(C(F)(F)F)cnc3c2-c2ccccn2)n1C,1,-11,4,-5,1.2,-14,1.1,1.1,1.1,-6
NNC(=O)CNc1ccccc1Cl,1,-4,-2,2,1,54*,1,0.5,1,-6
O=C(CSC1CC(=O)N(CCc2ccccc2)C1=O)Nc1cccc(Cl)c1 (centres undefined),0.9,2,-32,9,1.1,17,1,0.8,0.8,29
COC(=O)c1cc(NC(=O)c2ccccc2)c(=O)oc1C,1,6,0,-5,1.4,0,0.9,1,1.6,-8
O=C(NCCN1CCOCC1)c1cc(S(=O)(=O)NCCCN2CCCC2=O)ccc1Cl,1,-5,-9,0,1,5,1,0.9,1,1
O=[N+]([O-])c1cc(/C=N/O)ccc1N1CCCC1,0.8,17,6,20,0.9,-1,0.8,1,0.9,19
CCC(C)C(NC(=O)C1CCC(C)CC1)C(=O)NCc1ccccn1 (centres undefined),1,-2,-8,2,1,10,1,0.9,1,3
CCNCCC(=O)N1c2ccccc2Sc2ccc(NC(=O)OCC)cc21,1,3,-1,-4,1,8,1,0.9,0.9,18

# Full records as entered above. Values in the order: bIAP act | TNAP inh hiacc | TNAP inh no acc | bIAP inh | PMI act satM6P | Diaphorase inh | TNAP act hi DEA | Diaph act CS | PMI activator | Lmaj promast
# CCC(C)C(NC(=O)C1CCC(C)CC1)C(=O)NCc1ccccn1 (centres undefined) is listed with 1 | -2 | -8 | 2 | 1 | 10 | 1 | 0.9 | 1 | 3
# NNC(=O)CNc1ccccc1Cl is listed with 1 | -4 | -2 | 2 | 1 | 54* | 1 | 0.5 | 1 | -6
# Cc1nc(NCc2ccco2)c2c(C)c(C)sc2n1 is listed with 1 | -7 | -10 | 1 | 1.1 | 14 | 1.1 | 0.9 | 1 | 31
# COC(=O)c1cc(NC(=O)c2ccccc2)c(=O)oc1C is listed with 1 | 6 | 0 | -5 | 1.4 | 0 | 0.9 | 1 | 1.6 | -8
# CSc1nnc(-c2sc3cc(C(F)(F)F)cnc3c2-c2ccccn2)n1C is listed with 1 | -11 | 4 | -5 | 1.2 | -14 | 1.1 | 1.1 | 1.1 | -6

# (more compounds)
SMILES,bIAP act,TNAP inh hiacc,TNAP inh no acc,bIAP inh,PMI act satM6P,Diaphorase inh,TNAP act hi DEA,Diaph act CS,PMI activator,Lmaj promast
C#CCSc1nc(-c2cccs2)ccc1C#N,0.9,5,-5,6,1.1,20,1,0.8,1,-1
CCOC(=O)C1(CC2CCCCO2)CCN(S(=O)(=O)c2ccc(C)s2)CC1 (centres undefined),1,-2,-6,-1,1,6,1,0.9,1,-1
COC(=O)c1cc(C(=O)NC(C)(C)CC(C)(C)C)cc([N+](=O)[O-])c1,1,-1,-4,-5,0.9,7,1,0.9,0.9,10
O=C(O)Cc1ccc2[nH]c3ccc(CC(=O)O)cc3c2c1,1,-2,-7,1,0.9,13,1,0.9,0.9,-1
O=C(OCC(=O)N1CCCC1)c1cncc(Br)c1,0.9,-5,-11,9,0.9,21,1,0.8,0.8,3
CCOC(=O)N1CCC(NC(=O)CN2C(=O)C(CC)Oc3ccc(C)cc32)CC1 (centres undefined),1.1,-6,-10,-8,0.9,18,1.1,0.8,0.8,4
Cc1cc(O)c(NC(=O)c2ccc(C)c([N+](=O)[O-])c2)cc1C,1,2,-7,1,1.1,3,1,1,1.1,1
N#C/C(=C(/O)CN1CCN(c2ccccc2F)CC1)c1nc(-c2ccc(Cl)cc2)cs1,0.9,1,-6,8,1.4,-6,1,1.1,1.2,-7
Brc1cccc(OCCSc2ncccn2)c1,0.9,-1,-6,10,0.9,6,1,0.9,0.9,-1
O=C(CN1C(=O)NC2(CCOc3ccccc32)C1=O)Nc1cccc(Cl)c1 (centres undefined),1.1,-2,-8,-12,0.9,3,1,1,0.9,12
Cc1cccc(N=N/C(=C\O)C(=O)c2cccs2)c1,1.1,15,7,-10,0.9,11,0.8,0.9,0.8,76*
CC(=O)c1cc(-c2ccccc2)n(CCC(=O)NC2CCCCCCC2)c1C,0.6,-4,-8,43,0.9,14,1,0.9,1,7
Cc1cc2nc(CN(C)Cc3c(C(=O)N(C)C)nc4ccc(Cl)cn34)[nH]c2cc1C,1.1,-7,-18,-11,1,12,1.1,0.9,1,15
Cc1ccc(S(=O)(=O)c2nc(-c3cccs3)oc2NCCCN(C)C)cc1,1,-6,-14,2,0.9,7,1.1,0.9,1.1,98*
CNC(=O)NC(=O)C(C)OC(=O)CCCSc1nc2ccccc2s1 (centres undefined),1,-1,7,1,1,8,1,0.9,1,65*
Cc1c(C(C)C)c(=O)n(-c2ccc(S(=O)(=O)N3CCOCC3)cc2)n1C,1,-2,-8,2,0.9,16,1,0.8,0.8,-3
